Screening data: PubChem, Broad Institute
Casp6 inh – human caspase-6 inhibitors, primary screen, biochemical, VEID-R110 fluorescence, single point, set 2 | P55212 | purified caspase-6, Z-VEID-R110 cleavage fluorescence | inhibition, % at 12.5 µM | 350,000 tested, 0.53% active | AID 686996, 2013;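 active = mean inhibition across replicates at least about 35%, with every replicate also reaching that limit, limit read from the data; inconclusive = only one of the two criteria met; inactive = neither criterion met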;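 note: 0% = median of neutral control wells and 100% = no fluorescence left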
Target sequence (P55212 24-179 limits assumed): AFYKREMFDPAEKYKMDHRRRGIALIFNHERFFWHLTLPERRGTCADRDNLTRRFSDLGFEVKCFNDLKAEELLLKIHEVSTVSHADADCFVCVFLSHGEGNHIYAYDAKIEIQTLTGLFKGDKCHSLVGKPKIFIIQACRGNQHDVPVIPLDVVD
Target sequence (P55212 194-293 limits assumed): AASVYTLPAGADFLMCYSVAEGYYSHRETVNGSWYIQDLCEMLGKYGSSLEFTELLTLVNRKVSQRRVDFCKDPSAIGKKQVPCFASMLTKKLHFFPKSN
RAD52 anneal inh – RAD52 DNA annealing inhibitors, primary screen, biochemical, FRET, single point, set 2; DNA repair protein RAD52 homolog (Homo sapiens), P43351; recombinant RAD52 DNA annealing, FRET fluorescence; inhibition, % at 18.7 µM; 360,000 tested, 0.46% active;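 active = every replicate showing at least 50% inhibition; inconclusive = mean inhibition at least 50% but not in every replicate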
ERp5 inh – inhibitors of ERp5-driven insulin aggregation, primary screen, biochemical, turbidity, absorbance 650 nm, single point; 350,000 tested, 0.05% active; 90 min; Protein disulfide-isomerase A6 (Homo sapiens), Q15084; inhibition, % at 9.99 µM;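 active = mean replicate inhibition above about 25%, with every replicate also reaching it, limit read from the data, passing the limit was not always enough; inconclusive = only one of those two criteria met; inactive = neither criterion met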
Target sequence (Q15084 whole entry, looked up): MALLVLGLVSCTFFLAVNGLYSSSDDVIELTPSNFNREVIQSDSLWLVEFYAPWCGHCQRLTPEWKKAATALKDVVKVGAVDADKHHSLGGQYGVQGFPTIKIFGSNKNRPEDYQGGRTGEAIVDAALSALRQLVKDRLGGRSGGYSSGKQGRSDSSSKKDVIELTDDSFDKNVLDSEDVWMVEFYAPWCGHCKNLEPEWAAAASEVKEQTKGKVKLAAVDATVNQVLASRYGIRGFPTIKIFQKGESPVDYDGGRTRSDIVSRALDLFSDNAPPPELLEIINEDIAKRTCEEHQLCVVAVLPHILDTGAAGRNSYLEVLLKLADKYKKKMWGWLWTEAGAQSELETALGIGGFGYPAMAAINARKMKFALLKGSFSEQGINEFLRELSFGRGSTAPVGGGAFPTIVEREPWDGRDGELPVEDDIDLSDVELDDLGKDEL
Starred values were filed as active, the others as inactive; ? = inconclusive. Some of the compounds tested; count on the stated rates, not on these rows.

structure,RAD52 anneal inh,Casp6 inh,ERp5 inh
CN1/C(=C\C(=O)COC(=O)c2ccc(O)c(O)c2)C(C)(C)c2ccccc21,-84,30,-3
O=C(c1ccc2c(c1)OCO2)C1CCCN(C(=O)NCc2ccccc2)C1 (centres undefined),0,1,2
Cc1ccc(S(=O)(=O)Nc2ccc3c(c2)C(=O)N([C@@H](C)CO)C[C@@H](C)[C@H](CN(C)Cc2ccccc2)OCCCC[C@H](C)O3)cc1,7,3,5
CCn1ccc(C(=O)Nc2cccc(Cl)c2)n1,-5,-1,2
Cc1nn(-c2ccccc2)c(Cl)c1/C=N/NC(=O)CNc1n[nH]c(=O)[nH]c1=O,-3,1,-2
CN(C)CC#Cc1cccc(-c2nc(C(=O)N[C@@H]3CCN(Cc4ccccc4)C3)cc3c2[C@H](CCO)N(S(=O)C(C)(C)C)C3)c1 (some centres undefined),41,-38,4
CCN(CC)S(=O)(=O)c1ccc(C(=O)NCc2n[nH]c(=S)n2-c2ccc(Cl)c(Cl)c2)cc1,-2,4,4
O=c1[nH]c(SCc2ccccc2Cl)nc2[nH]ncc12,-7,1,-6
COc1ccc(C(=O)C[n+]2ccccc2/C=N/O)cc1,-5,0,8
O=C(NC[C@@H]1CC[C@@H]2[C@@H](CN2Cc2cc(-c3ccccc3)on2)O1)c1ccc2c(c1)OCO2,-9,0,8
CC(=O)Nc1c([N+](=O)[O-])cc(C)c(Cl)c1[N+](=O)[O-],8,3,7
O=C(NNC(=O)c1ccncc1)NC1CCCCC1,-5,8,1
CC(C)C[C@H]1CNC(=O)C(=O)N1C[C@@H]1CCCN1C[C@H](Cc1ccccc1)N1C[C@H](CC(C)C)N(CC2CCCCCC2)C(=O)C1=O,-12,3,-6
CN(Cc1ccccc1)C(=O)COC(=O)c1ccccc1NS(=O)(=O)c1cccc(N)c1,-14,-4,-6
CC(C)c1ccc(/C=C2\Oc3c(ccc(O)c3CN3CCN(C)CC3)C2=O)cc1,-8,-1,4
COC(=O)c1ccc2c(=O)n(CCCCCC(=O)NC3CCCCC3)c(=O)[nH]c2c1,-1,-4,-1
Cc1cc(C)nc(SCC(=O)NC2=NC(=O)C(C)S2)n1 (centres undefined),-15,1,7
C[C@@H]1CN([C@H](C)CO)C(=O)c2cc(NS(=O)(=O)c3cccs3)ccc2O[C@@H](C)CCCCO[C@H]1CN(C)S(=O)(=O)c1ccccc1,4,2,2
Cc1cc(Cl)ccc1Oc1ccccc1C(=O)CC#N,-74,-2,2
CCOC(=O)Cn1nc(C)c(NC(=O)CCc2ccc(OC)cc2)c1C,-10,1,3
Cc1ccccc1NC(=O)C12CC3CCC1(C)C3(C)CO2 (centres undefined),-8,1,5
CN(C)c1ccc(/C=N/Nc2cc(N3CCOCC3)nc(N3CCOCC3)n2)cc1,-2,0,4
CC(C)(C)OC(=O)NCCOCCOCCNc1ncnc2ccc(Br)cc12,21,3,-4
CC1CCN(C(=O)c2ncn3c2C(=O)N[C@@H](C)C3)CC1,-10,-3,-3
CCNS(=O)(=O)c1c(C)cc(C)c(N(C)S(=O)(=O)c2ccccc2)c1C,-5,-5,-2
COC(=O)c1ccccc1S(=O)(=O)N1CCC(C(=O)OC(C)C(=O)NC(N)=O)CC1 (centres undefined),-6,-1,-2
O=C1N(Cc2ccccc2)Cc2ccccc2[C@@H]2OC(c3ccc(OCCCO)cc3)=N[C@]12Cc1ccccc1,-33,0,-1
COC(CNC(=O)c1ccc2c(c1)ncn2-c1ccc(F)c(F)c1)OC,-2,-7,1
N=C1C(c2nc3ccccc3s2)=C(O)CN1C1CCC(O)CC1 (centres undefined),-14,4,6
Cc1cc(C)c2cc(CNC3CCCC3)c(Cl)nc2c1,-3,-3,0
NNC(=O)c1sc2cc(C(F)(F)F)cnc2c1-c1ccccn1,-8,2,2
COc1cccc(/C=C2\SC(=S)N(NS(=O)(=O)c3ccc(C)cc3)C2=O)c1OC,-2,3,-1
CC1=CC(C)(C)N(C(=O)CNC2CCCC2)c2cc(C)ccc21,-15,2,5
C[C@H](CO)N1C[C@H](C)[C@H](CN(C)S(C)(=O)=O)Oc2c(NC(=O)CCCCCC(=O)Nc3ccccc3N)cccc2C1=O,-15,-1,6
Cc1ccc(C2CC(=O)NC(SCC(N)=O)=C2C#N)s1 (centres undefined),-23,-2,4
O=C(CN1C(=O)NC2(CCCCCC2)C1=O)c1ccc(OC(F)F)cc1OC(F)F,-9,0,2
CC(=O)C1C(=O)c2c(cccc2[N+](=O)[O-])C1=Nc1ccccc1C (centres undefined),-10,0,4
N#C/C(=C\c1ccc([N+](=O)[O-])o1)c1nc2ccccc2[nH]1,-40,13,-1
COC(=O)c1ccc2nc(-c3cccc(Br)c3)c(Cc3ccccc3OC)n2c1,-71,-3,-5
O=C(Nc1nc2ccccc2n1CCN1CCOCC1)c1ccc(COc2ccccc2Br)o1,-50,-1,3
c1ccc(SC23CCCCN(CCC2)C32OCCO2)cc1 (centres undefined),-8,-3,-1
COc1ccc(/C=C2/SC(=O)N(CCC(=O)Nc3ccc(C)cc3)C2=O)cc1OC,-12,0,-1
C=CCNC(=S)N/N=C/c1ccc(C(F)(F)F)cc1,-1,0,0
CCCCNC(=S)N/N=C/c1ccc(OCC(=O)Nc2c(C)cc(C)cc2C)c(OC)c1,-5,-2,4
S=c1[nH]nc(Nc2ccccc2)s1,-14,2,2
c1ccc2c(c1)CCN(C1=Nc3cccc4cccc1c34)C2,-26,0,-4
O=C(COc1cccc2ccccc12)NCc1cccnc1,-1,2,2
C[C@H]1CN([C@@H](C)CO)C(=O)Cc2cc(NC(=O)NC3CCCCC3)ccc2O[C@@H]1CN(C)Cc1ccc(C(=O)Nc2ccccc2N)cc1,24,1,-5
O=c1[nH]c2cc([N+](=O)[O-])c(NCCO)c([N+](=O)[O-])c2[nH]1,4,6,?
C[C@H](CO)N1C[C@H](C)[C@@H](CN(C)Cc2ccc(C(=O)Nc3ccccc3N)cc2)Oc2ccc(NC(=O)CCC(F)(F)F)cc2CC1=O,2,-1,4
COc1ccc(-n2c(=O)[nH]c3c(C(N)=O)nc(C4CCCCC4)nc32)cc1,-20,-1,1
CN1CCN(/N=C/c2ccc(C#N)cc2)CC1,-11,1,2
O=C(Cc1cccs1)NCc1cccc(F)c1,-10,3,1
CCC(C)(C)NC(=O)C(c1ccc(F)cc1)N(Cc1ccc(OC)cc1)C(=O)c1cnccn1 (centres undefined),-11,10,3
O=C1CC(N2CCSCC2)C(=O)N1c1ccccc1 (centres undefined),-21,2,1
O=[N+]([O-])c1cccc(NC2=NCCC2)c1,-6,1,2

Compound profiles (already shown). Order of screens: RAD52 anneal inh	Casp6 inh	ERp5 inh
CC(C)(C)OC(=O)NCCOCCOCCNc1ncnc2ccc(Br)cc12 reads 21	3	-4
COC(CNC(=O)c1ccc2c(c1)ncn2-c1ccc(F)c(F)c1)OC reads -2	-7	1
O=C(CN1C(=O)NC2(CCCCCC2)C1=O)c1ccc(OC(F)F)cc1OC(F)F reads -9	0	2
Cc1cc(C)c2cc(CNC3CCCC3)c(Cl)nc2c1 reads -3	-3	0

The list goes on.
structure,RAD52 anneal inh,Casp6 inh,ERp5 inh
CC(=O)Nc1cccc(C(=O)/C=C/c2ccc(/C=C/C(=O)c3cccc(NC(C)=O)c3)cc2)c1,-34,-1,6
S=c1[nH]nc(-c2ccncc2)n1/N=C/c1cccc2ccccc12,-6,-2,8
O=C1NC[C@@H](CCCCN2C[C@H](Cc3ccccc3)N(CCC3CCCCC3)C(=O)C2=O)N(Cc2ccccc2)C1=O,-1,12,4
CCN(CC)S(=O)(=O)c1cccc(-c2n[nH]c(=S)n2C)c1,-2,1,-5
O=C(CCC(=O)NNC(=O)COc1ccc(Br)cc1Br)NCc1ccccc1,2,-1,0
CCO[C@@H]1OC(C(=O)N2CCCCCCC2)=C[C@H](C2CC2)[C@H]1CCCO,0,0,4
Cc1ccc(/C=N/NC(=O)c2ccccn2)s1,2,0,10
CC(C)c1ccc(COc2ccc(C(=O)N3CCOCC3)cc2)cc1,-5,7,-1
O=C(NC1CCCC1)C1c2ccccc2OCC(=O)N1C1CC1 (centres undefined),-13,-2,-5
COC(=O)c1ccc2nc(-c3ccco3)c(Cc3cccc(Cl)c3)n2c1,-15,11,-2
C[C@H](CO)N1C[C@H](C)[C@H](CN(C)Cc2ccc(C(=O)Nc3ccccc3N)cc2)Oc2c(NS(=O)(=O)c3cn(C)cn3)cccc2C1=O,-1,-1,-6
CC(C)(C)OC(=O)NNC(=O)c1cccs1,-13,0,3
O=c1ccc(Cc2ccc(Cl)cc2)n[nH]1,-3,-1,-2
O=C(CN1CCN(CC(=O)Nc2ccccc2F)CC1)Nc1ccc2c(c1)OCCO2,-11,-1,0
O=C(CCc1n[nH]c(=O)[nH]c1=O)N/N=C/c1ccc(Br)o1,-6,1,4
Cc1ccnc(NC(=O)c2ccc(S(=O)(=O)N3CCCCCC3)cc2)c1,0,-2,-4
Cc1nn(C)cc1C(C(=O)NC1CCCCC1)N(Cc1ccc(F)cc1)C(=O)c1cnccn1 (centres undefined),2,7,-1
Cc1ccc(C(=O)NCc2ccc3c(c2)CCO3)cc1C,-15,1,-2
N#CCO/N=C/C(=O)Nc1ccc(F)cc1F,-6,-3,2
Cc1c(NC(=O)c2c(O)c3ccccc3n(C)c2=O)c(=O)n(-c2ccccc2)n1C,-16,9,-3
CC(C)(C)C(=O)N1CCN(c2ccc(Cl)cc2[N+](=O)[O-])CC1,-3,8,1
O=C(O)C1CCN(c2ccc(Cl)nn2)CC1,-7,-2,-3
O=[N+]([O-])c1cccc(S(=O)(=O)Nc2ccc(Cc3ccncc3)cc2)c1,-5,5,-3
NC(=O)CN(N=Nc1cccc([N+](=O)[O-])c1)c1cccc([N+](=O)[O-])c1,-14,-1,4
O=Nc1c(O)[nH]c2ccc(F)cc12,-14,11,3
C/C(=N\NC(=O)COc1ccc(C(C)(C)C)cc1)c1ccc(N2CCOCC2)cc1,-23,-2,1
O=C1c2ccccc2C(=O)N1CSc1nnc(Nc2ccccc2)s1,-10,0,5
Fc1ccc2[nH]c3c(Cl)ncnc3c2c1,-16,-1,-3
Cc1cccc(NC(=S)N2CCN(c3ccc(F)cc3)CC2)c1,-1,-5,1
O=C(NC[C@@H]1CC[C@@H]2[C@@H](CN2C(=O)Cc2ccncc2)O1)C1CCOCC1,-5,4,4
COC(=O)[C@@]1(Cc2ccc(F)cc2)[C@H]2c3cc(C(=O)N4CCCC4)n(CCc4c[nH]c5ccccc45)c3C[C@H]2CN1C(=O)c1ccccc1,-32,-1,-3
Cn1c(-c2ccc(=O)[nH]c2)nc2ccccc21,-11,1,-3
CC(C)C[C@H]1CNC(=O)C(=O)N1C[C@@H]1CCCN1C[C@H](Cc1ccccc1)N1C[C@H](Cc2ccccc2)N(CC2CCCCC2)C(=O)C1=O,-19,1,-1
Cn1c(SCc2ccccc2)nnc1-c1ccco1,-3,0,-2
O=C(NCc1n[nH]c(=S)n1-c1ccc(F)cc1)c1ccc(S(=O)(=O)N2CCOCC2)cc1,-12,-1,5
Cn1ccs/c1=N\C(=O)Nc1cccc(Cl)c1,-8,-4,4
CC(C)(C)S(=O)(=O)N1C[C@@H]2C(=C(CCO)C[C@@H]3C(=O)N(c4ccccc4)C(=O)[C@@H]32)[C@H]1CCO,-13,-5,7
CC1=C(C(=O)Nc2cccc([N+](=O)[O-])c2)C2(CCC(C)CC2)OC1=O (centres undefined),-4,-1,-8
CC1CCN(CCOCCSc2ccc(Cl)cc2)CC1,2,-7,-1
O=C(CNS(=O)(=O)c1ccc(Br)s1)NC1CCCc2ccccc21 (centres undefined),-4,3,2
CCCCCCCCN1C(=O)[C@H](CC(=O)NCCCOC)C[C@@]2(C(=O)OC)CCCCC=C12,-5,1,4
Cn1/c(=N/N=C/c2ccccn2)sc2ccccc21,-26,-3,9
CC(=O)N1CCN(c2ccc(NC(=S)NC(=O)/C=C/c3ccccc3)cc2)CC1,-8,-1,3
O=CN1CCCN(Cc2nc(Cc3ccccc3F)no2)CC1,2,-1,0
